Bioassay records deposited in PubChem BioAssay by National Center for Advancing Translational Sciences (NCATS).
RXFP1 antagonist: antagonists of human relaxin receptor RXFP1; 0.59% of 350,000 active; HEK293-RXFP1, relaxin-stimulated cAMP HTRF, 30 min; stronger effect = lower value; activity change, negative = inhibition, % at 57.5 µM; AID 1259400;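 active = activity change of -60% or lower, but not beyond a set lower limit; inconclusive = change between -60% and -40%, or beyond the set limit; inactive = change above -40%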; also: % is scaled to controls: 0 for no effect and ±100 for the full control effect
D1 ag: agonists of human D1 dopamine receptor. 1% of 360,000 active. P21728. HEK293 T-REx D1 cells, calcium flux, agonist mode. activation, % at 2 µM; in the data active = activation above about 30%; also: 0% is about no effect
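Tetracycline-induced HEK293 TREx D1 cells, force-coupled to calcium signalling, were dye-loaded with a no-wash calcium kit. Compound was pin-added after a 10 s baseline. Fluorescence was read kinetically at 1 cycle/s for 180 s, with calcium rises flagged as agonism.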
D2 potentiator: D2 dopamine receptor (human) potentiation | HEK293 T-REx D2, calcium flux, EC20 dopamine potentiation | potentiation, % at 10 µM | 0.34% of 340,000 active | AID 485347;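 active = potentiation over 3 SD above the plate norm, cut at about 30% in these data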; also: 0% is about no effect
Target sequence (P14416 whole entry, looked up): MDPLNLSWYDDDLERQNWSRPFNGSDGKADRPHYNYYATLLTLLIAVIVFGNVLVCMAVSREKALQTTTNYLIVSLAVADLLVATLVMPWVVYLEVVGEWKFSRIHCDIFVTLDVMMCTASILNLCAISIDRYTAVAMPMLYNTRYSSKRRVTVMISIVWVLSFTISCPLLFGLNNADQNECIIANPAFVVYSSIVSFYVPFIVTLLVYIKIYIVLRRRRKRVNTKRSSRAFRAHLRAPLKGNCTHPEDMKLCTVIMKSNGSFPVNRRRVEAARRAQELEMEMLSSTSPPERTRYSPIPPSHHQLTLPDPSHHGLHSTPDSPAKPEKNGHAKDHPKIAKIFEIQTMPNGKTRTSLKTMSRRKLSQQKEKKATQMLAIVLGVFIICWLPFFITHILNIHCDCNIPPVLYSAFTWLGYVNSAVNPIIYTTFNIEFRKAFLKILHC
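Potentiation of an EC20 dopamine calcium response is measured in a force-coupled, tetracycline-inducible Hek293 Trex D2 line. Compound-only kinetic reads over 180 s flag agonists before dopamine addition.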
D2 agonist: agonists of human D2 dopamine receptor | 0.53% of 340,000 active | activation, % at 2 µM | P14416 | HEK293 T-REx D2 cells, calcium flux agonist mode | AID 485358;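 active = activation over 3 SD above normal in the single-dose calcium agonist read, cut at about 30% in these data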; also: 0% is about no effect
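Calcium-flux readout, 1 cycle/sec over 180 s following compound pin transfer, in inducible HEK293 Trex D2 cells (force-coupled); dopamine controls included. Positive calcium responses during this window marked compounds as potential agonists.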
D1 antagonist: blocks dopamine activation of the human D1 receptor; P21728; 3.2% of 360,000 active; HEK293 TREx D1 cells, calcium flux, dopamine EC80; stronger effect = lower value; activity change, negative = inhibition, % at 10 µM; in the data active = activity change below about -30%; also: % is scaled to controls: 0 for no effect and ±100 for the full control effect
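Compound effects on dopamine-evoked calcium signalling were measured in tetracycline-induced HEK293 Trex D1 cells. Dopamine at EC80 followed a 180 s compound pre-read, and fluorescence was tracked kinetically for 180 s more.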
D2 antagonist: antagonists of human D2 dopamine receptor; HEK293 TREx D2 cells, calcium flux, dopamine EC80; inhibition, % at 10 µM; 2% of 340,000 active; AID 485344; in the data active = inhibition above about 30%; also: 0% is about no effect
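Compounds are added to dye-loaded, induced HEK293 T-REx cells coupled to calcium release via D2; after a 3 min kinetic read an EC80 dopamine stimulus is given and fluorescence is recorded for 3 more min.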
TRHR PAM: TRH receptor (human) allosteric enhancement | TRHR cells, fluo-8 calcium fluorescence, EC20 TRH enhancement | 0.66% of 360,000 active | P34981 | enhancement, % at 2 µM; in the data active = enhancement above about 30%; also: 0% is about no effect
Target sequence (P34981 whole entry, looked up): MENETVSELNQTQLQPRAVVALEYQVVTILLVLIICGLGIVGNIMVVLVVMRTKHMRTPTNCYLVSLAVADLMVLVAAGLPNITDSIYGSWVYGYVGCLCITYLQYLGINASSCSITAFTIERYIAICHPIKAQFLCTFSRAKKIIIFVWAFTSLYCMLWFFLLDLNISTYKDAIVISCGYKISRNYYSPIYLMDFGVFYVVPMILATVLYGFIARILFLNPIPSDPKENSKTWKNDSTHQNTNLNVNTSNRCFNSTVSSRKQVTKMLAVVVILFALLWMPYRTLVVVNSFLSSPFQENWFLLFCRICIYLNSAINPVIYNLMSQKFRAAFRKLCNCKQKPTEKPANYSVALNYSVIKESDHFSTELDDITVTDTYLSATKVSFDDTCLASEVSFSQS
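TRHR-expressing cells loaded with fluo-8 calcium dye were read kinetically (ex 480/em 530) during compound addition, then stimulated with an EC20 of TRH (10 nM final). Enhancement of the Gq-mediated intracellular calcium response was scored.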
RXFP1 ag: activates the human relaxin receptor RXFP1 | Potency, µM (doses to about 57.5 µM), inactives show at the highest dose activation, usual class: activators | HEK293T-RXFP1 cAMP TR-FRET, 30 min; response scale: percent of porcine relaxin response, buffer zero | 0.3% of 370,000 active | Q9HBX9 | AID 2676; active = well fitted activation curve with a large enough effect; inconclusive = small, poorly fitted or top-dose-only effect; also: potency is read from the fitted curve at half-maximal effect; % is scaled to controls: 0 for no effect and ±100 for the full control effect; nearly all actives have a fitted effect of over 60% in size; many of its hits are not listed in these tables
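cAMP rise read by TR-FRET after 30 min, 37C compound exposure (up to 58 uM) in RXFP1-transfected HEK293 cells with Ro 20174 present. EC50 from Hill-equation fits, with 29 nM porcine relaxin as 100% and buffer as basal.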
D1 PAM: potentiators of human D1 dopamine receptor. 0.036% of 360,000 active. potentiation, % at 10 µM. P21728. HEK293 TREx D1 cells, calcium flux, dopamine EC20 potentiation; in the data active = potentiation above about 30%; also: 0% is about no effect
An asterisk follows results filed as active; ? = inconclusive; / = no result given. These rows are one share of the data (hit frequency here may not be typical).

SMILES	RXFP1 antagonist	D1 ag	D2 potentiator	D2 agonist	D1 antagonist	D2 antagonist	TRHR PAM	RXFP1 ag	D1 PAM
CC(C)(CNc1ccc(S(=O)(=O)C(F)(F)F)cc1[N+](=O)[O-])N1CCOCC1	1	5	7	0.9	-12	-6	-3	0.9%	-1
O=C1c2ccccc2S(=O)(=O)N1Cc1nnc(-c2ccccc2Br)o1	/	3	0	0.2	-11	-17	-7	2.8%	-16
Cc1ccc(Cn2c(SCC(=O)NCc3ccco3)nc3ccsc3c2=O)cc1	-6	2	7	-0.4	5	4	0	0.5%	0
CCN1C(=NCc2ccco2)N[C@@H](c2cccc(C(F)(F)F)c2)C(C(=O)OC)=C1C	/	8	/	/	-28	/	-18	-1.0%	-3
CCOC(=O)N1CCN(C(=O)C2CCN(S(=O)(=O)CC)CC2)CC1	-21	1	-4	0.0	-11	12	-6	1.6%	-1
O=C(c1cccs1)N1CCN(C23CC4CC(CC(C4)C2)C3)CC1	-5	7	12	-0.3	5	-10	0	-1.3%	1
CC(C)(C)C(=O)NNc1nc(-c2ccccc2)c2cc(Br)ccc2n1	-25	0	7	-1.6	-6	-3	-10	1.0%	-8
CCCCN(CC)CCCNC(=O)c1ccc(CSc2nc3ccncc3[nH]2)cc1	4	1	-15	1.9	-3	-13	1	0.4%	-3
COc1ccccc1N(C)S(=O)(=O)c1ccc(Cl)c(C(=O)Nc2ccncc2)c1	-19	0	1	1.4	-1	-6	-1	0.9%	-5
O=C1OCc2ccc(NS(=O)(=O)c3ccc(C(F)(F)F)cc3)cc21	4	2	0	-0.6	-9	-12	-13	-0.8%	-4
COc1cccc(CCc2nnc(CCC(=O)N3CCN(Cc4ccccn4)CC3)o2)c1	-1	8	8	0.4	-2	-1	7	-4.2%	-7
CC1CCN(C(=O)CSc2nc3ccccc3c(=O)n2Cc2ccc3c(c2)OCO3)CC1	-1	2	7	0.5	-7	-14	7	0.4%	-3
COc1ccc(C(C)=O)cc1COC(=O)CCNS(=O)(=O)c1ccc(C)cc1	13	1	-1	-0.8	8	-7	2	0.3%	-9
Cc1nc([N+](=O)[O-])cn1CC(O)c1ccccc1 (stereo not drawn)	-5	1	5	0.3	-25	-9	-3	4.8%	2
CCN(CC)c1ccc(/C=N/NC(=O)c2ccc3nc[nH]c3c2)c(O)c1	-21	0	-1	-0.6	2	-1	3	-0.3%	-2
COc1ccc(C2=NC(c3ccncc3)=Nc3ccc(OC)cc3N2)cc1	-35	0	-1	0.2	-8	/	-5	2.3%	-1
CCOC(=O)c1c(C)[nH]c(C(=O)OCC(=O)NC(C)(C)C)c1C	0	1	4	0.3	20	1	-2	-0.8%	6
N#Cc1c(C(F)(F)F)cc(-c2cccs2)nc1SCC(=O)Nc1ccccc1F	/	8	-20	-2.2	-8	/	2	18%	-1
NC(=O)C1CCN(C(=O)COc2ccc(S(=O)(=O)NC3CCCC3)cc2)CC1	-16	-1	2	-1.6	-3	-10	-9	-1.4%	-2
CC1CN(C(=O)CSc2nnc3c(Cl)cc(Cl)cn23)CC(C)O1 (stereo not drawn)	-7	2	-2	0.4	5	-3	0	-2.7%	3
O=c1cc(N2CCC(Cc3ccccc3)CC2)[nH]c(=O)n1C1CCCCC1	0	1	5	-0.5	-12	-5	1	1.3%	1
CCc1ccc(N2CCCn3c2nc2c3c(=O)n(CCN3CCOCC3)c(=O)n2C)cc1	/	3	-3	0.2	-7	12	5	-0.2%	-6
Cc1ccn2c(=O)nc(SCC(=O)N3CCCc4ccccc43)nc2c1	-1	1	-6	0.0	22	-17	14	5.5%	0
C/C(=C\C(=O)c1c(O)cc(C)oc1=O)N(C)C	3	4	1	0.4	1	2	7	-1.5%	-6
COc1cc(NC(=O)N2c3ccccc3Sc3ccccc32)cc(OC)c1	-17	3	-1	-1.4	-5	/	-3	13%	3
(list continues)
SMILES	RXFP1 antagonist	D1 ag	D2 potentiator	D2 agonist	D1 antagonist	D2 antagonist	TRHR PAM	RXFP1 ag	D1 PAM
CCOc1ccc2nc(N3CCCC(C(=O)NCCCN4C(C)CCCC4C)C3)sc2c1 (stereo not drawn)	-30	0	2	-0.3	12	3	-6	-3.9%	1
CC(CN(C)Cc1ccccc1)OC(=O)c1cccs1 (stereo not drawn)	-21	-2	-19	0.9	-5	15	0	1.4%	0
CSc1nsc(SC)c1NC(=O)N1CCCCC1	-16	1	3	-0.5	-4	-11	-4	2.6%	0
CN(C)C(CNC(=O)c1ccc2c(c1)S(=O)(=O)c1ccccc1C2=O)c1ccco1 (stereo not drawn)	1	2	-8	0.1	-13	-2	-5	1.5%	-3
CCNS(=O)(=O)c1ccc(OCCNS(C)(=O)=O)cc1	-8	4	6	-1.5	-2	-13	12	-0.3%	-1
CC(C)COC(=O)n1c(SCC(=O)N(C)C)nc2ccccc21	2	-1	10	-0.1	-5	31*	-5	-0.6%	-4
Cc1ccc(Nc2nc(C)cc(C)n2)c(C(=O)O)c1	-17	2	-13	0.5	2	/	8	-1.0%	-2
O=C(CSc1c2c(nc3cc(Cl)ccc13)CCCC2)N1CCN(c2ccccc2)CC1	-20	3	4	-0.4	-21	/	-3	8.8%	-2
CCCC[C@@H]1C[C@H]1[C@@H](NC(=O)c1cccs1)c1ccc(Cl)cc1	/	17	-5	2.9	-10	28	4	1.2%	-5
O=C(CNC(=O)c1ccco1)OCC(=O)c1cccc2ccccc12	-4	1	9	0.7	-9	0	-3	-1.9%	-5
CCOc1ccc(NC(=O)c2cnn(-c3ccc(C)c(C)c3)c2C2CCN(C(=O)OC(C)(C)C)CC2)cc1	-10	2	3	/	-3	/	9	1.6%	-2
Cc1ccc(C)c(NC(=O)CSc2ncnc3nc[nH]c23)c1	15	3	/	/	5	/	-2	6.1%	-1
CC1(C)CC(=O)C2=C(C1)Oc1ncn(CCO)c(=N)c1C2c1ccccc1 (stereo not drawn)	-4	0	2	-1.6	-2	-4	2	0.6%	-6
C/C(=N\NC(=O)c1cccnc1)c1ccc(-n2ccnc2)cc1	-3	6	6	-0.6	6	15	-2	-0.8%	4
N/C(=N\OC(=O)c1cccc2ccccc12)c1cccnc1	-7	2	3	18	12	16	-9	1.2%	2
COc1ccc(/C=C2\SC(=S)N(CCC(=O)Nc3ccc(O)cc3)C2=O)cc1	-4	0	-4	0.8	27	-1	7	0.2%	-8
Nc1ccc2oc(-c3ccccc3Cl)cc(=O)c2c1O	/	-3	4	0.0	22	50*	4	1.8%	0
CC(C)CCc1noc(CN2CCN(c3ccc(Cl)cn3)CC2)n1	14	0	-10	0.4	-6	-3	-1	1.0%	1
O=C(Nc1cccc(S(=O)(=O)NC2=NCCCCC2)c1)c1cc(-c2ccc(Cl)cc2)nc2ccccc12	-2	6	7	2.0	4	1	-8	0.9%	-5
Cc1ccc2c(CC(=O)Nc3sccc3C(N)=O)coc2c1	-7	0	7	-0.9	-16	-9	10	1.8%	-7
CCOC(=O)CN=C/C(C(=O)Nc1nccs1)=C(/C)O	-1	-1	6	-0.1	1	-4	6	7.1%	-8
Fc1ccc(NC(=S)NC23CN4CN(CN(C4)C2)C3)cc1	/	0	2	2.0	6	27	3	-1.2%	-5
COc1cc(CN2CCN(CCc3ccccc3)C(CCO)C2)cc(OC)c1 (stereo not drawn)	-7	4	-16	0.1	-8	19	-19	0.9%	-6
Cn1c(=O)[nH]c(=O)c2c1nc1n(CCO)c(-c3ccccc3)cn21	1	1	-4	-0.5	-1	/	-2	12%	9
CCCCOC(=O)c1cc(=O)[nH]c(=O)[nH]1	2	0	12	0.2	-1	19	5	5.2%	3

Sorted by heavy-atom count (descending): some entries from above
SMILES	RXFP1 antagonist	D1 ag	D2 potentiator	D2 agonist	D1 antagonist	D2 antagonist	TRHR PAM	RXFP1 ag	D1 PAM
O=C(CSc1c2c(nc3cc(Cl)ccc13)CCCC2)N1CCN(c2ccccc2)CC1	-20	3	4	-0.4	-21	/	-3	8.8%	-2
COc1ccc(/C=C2\SC(=S)N(CCC(=O)Nc3ccc(O)cc3)C2=O)cc1	-4	0	-4	0.8	27	-1	7	0.2%	-8
Cn1c(=O)[nH]c(=O)c2c1nc1n(CCO)c(-c3ccccc3)cn21	1	1	-4	-0.5	-1	/	-2	12%	9
CC(C)COC(=O)n1c(SCC(=O)N(C)C)nc2ccccc21	2	-1	10	-0.1	-5	31*	-5	-0.6%	-4
CCNS(=O)(=O)c1ccc(OCCNS(C)(=O)=O)cc1	-8	4	6	-1.5	-2	-13	12	-0.3%	-1
Cc1ccc(Nc2nc(C)cc(C)n2)c(C(=O)O)c1	-17	2	-13	0.5	2	/	8	-1.0%	-2

(next part)
SMILES	RXFP1 antagonist	D1 ag	D2 potentiator	D2 agonist	D1 antagonist	D2 antagonist	TRHR PAM	RXFP1 ag	D1 PAM
CCCc1cc(=O)[nH]c(/N=C(/NC(=O)C(C)N2C(=O)c3ccccc3C2=O)Nc2ccccc2)n1 (stereo not drawn)	-4	5	-4	-1.0	-6	22	-1	2.3%	5
CCNC(=O)CC1C(=O)N(c2ccc(F)cc2)C(=S)N1CCc1ccncc1 (stereo not drawn)	12	5	6	-0.5	-6	-8	3	-1.0%	-1
CC(=O)NCCc1nc2cc(NC(=O)c3ccccc3Cl)ccc2n1C	2	2	3	0.1	3	-4	4	6.4%	-2
CCCN1CCN(C(=O)C2CCN(c3nnc(C)c4c(C)n(-c5ccc(C)cc5)nc34)CC2)CC1	7	3	2	0.3	-9	2	6	4.4%	8
COc1cc(C2N(c3ccccc3)CCN2c2ccccc2)ccc1OC(C)=O	-3	-1	15	0.0	31	-24	4	-0.3%	9
O=C(Nc1ccccc1N1CCCCC1)c1cccs1	0	5	19	3.7	4	8	-4	1.4%	6
Cc1cc(C)cc(N(C(C)C(=O)N2CCOCC2)S(C)(=O)=O)c1 (stereo not drawn)	-11	4	0	12	4	15	-11	2.7%	-3
CCOc1ccc(CCNC(=O)CCCn2c(=O)c3cccn3c3ccccc32)cc1	-32	4	-10	1.6	-7	/	9	?	-3
Cc1ccc(NC(=O)COC(=O)C(NS(=O)(=O)c2ccc(Cl)cc2)C(C)O)c(Br)c1 (stereo not drawn)	-3	3	-14	-0.1	5	-21	3	0.6%	0
COc1ccc(-c2cc(C(=O)N3CCN(c4ccc(F)cc4)CC3)no2)cc1	0	3	-9	-0.5	-13	3	15	-1.1%	2
CCCCn1nc2cc(C(=O)N[C@H](C)C3CCCCC3)ccc2c1OCC	/	3	1	-0.1	9	5	11	1.0%	-7
CCS(=O)(=O)N1CC(=O)N(c2ccc(Cl)cc2C)C(C)(C(=O)NC2CCCCC2)C1 (stereo not drawn)	-2	0	-5	-0.9	16	/	-5	2.8%	3
Cc1ccccc1-c1nc(CS(=O)CC(=O)NC2CCCC2)c(C)o1 (stereo not drawn)	-2	1	6	0.0	21	-3	3	0.4%	-2
